Bioassay records (PubChem BioAssay)
All columns: NCI-60 one-dose screen, growth in % after 48 h at 10 µM unless noted; 100 = growth as untreated, 0 = no growth, -100 = all killed.
LOX IMVI: LOX IMVI melanoma; 79,000 tested, 7.4% active; AID 1794757
MALME-3M: MALME-3M melanoma; 78,000 tested, 5.8% active
T-47D: T-47D breast cancer | AID 1794792 | 79,000 tested, 5% active
BT-549: BT-549 breast cancer; 78,000 tested, 4.4% active; AID 1794793
MDA-MB-231: MDA-MB-231 breast cancer | 81,000 tested, 5% active
SK-MEL-2: SK-MEL-2 melanoma; 77,000 tested, 4.7% active
HS 578T: HS 578T breast cancer. AID 1794788. 78,000 tested, 4.1% active
MCF7: MCF7 breast cancer. 82,000 tested, 6.3% active. AID 1794796
The depositor's hits bear a star; nt = no result given; & = joins results of further samples; ! = repeats disagree; [ ] = dose if it differs, or a comment. How the source made its calls: active means growth percent below 10; inactive means the rest.

SMILES	LOX IMVI	MALME-3M	T-47D	BT-549	MDA-MB-231	SK-MEL-2	HS 578T	MCF7
COc1ccc(Nc2nc(=O)[nH]c(N)c2N=O)cc1	101	nt	107	97	103	94	nt	106
CCOC(=O)C1[C@@H]2C(=O)N(c3ccc(OC)cc3)C(=O)[C@@H]2[C@H](c2cn(-c3ccccc3)nc2-c2ccccc2)N1Cc1ccccc1 (stereo partly specified)	84	110	93	101	95	100	104	92
Cc1ccc(S(=O)(=O)O/N=C2/CCSc3ccccc32)cc1	86	93	95	102	80	101	99	82
CC(C)C(NC(=O)CCc1nc2c(=O)[nH]c(=S)[nH]c2[nH]c1=O)C(=O)O (stereo unspecified)	100	97	100	101	102	103	101	89
CC(=O)c1ccc(N=C2N=c3ccccc3=C/C2=C\c2sc(=O)[nH]c2O)cc1	57	83	70	78	52	91	71	36
OC1CCC2C=CCC1S2 (stereo unspecified)	97	105	103	110	108	nt	112	95
O=c1c2cc(Nc3nc(-c4ccc(F)cc4)cs3)ccc2nc2n1CCC2	100	106	90	82	103	98	94	87
C[C@]1(CO)O[C@@H](n2cc(F)c(=O)[nH]c2=O)C[C@@H]1O	23	95	63	55	98	84	89	32
CCSc1nc(O)cc(=O)[nH]1	102	119	100	95	98	88	108	100
O=C(/C=C/Nc1ccc(S(=O)(=O)Nc2ncccn2)cc1)c1ccc(N=Cc2c(O)[nH]c3ccccc23)cc1	102	127	93	101	100	118	105	87
Cc1ccc2nc(-c3ccc(-c4nnc(SCC(=O)Nc5ccc(Br)cc5)o4)cc3)[nH]c2c1	-13*	87	51	87	78	84	71	45
c1ccc(CC2=Nc3ccccc3N3CNN=C23)cc1	93	105	108	117	93	100	96	98
CSc1nnc2c(=O)n(C)c(=O)n(C)c2n1	84	114	97	96	105	-29*	87	98
Cc1ccc(S(=O)(=O)/C(=C\c2ccc(Cl)cc2)C(=O)c2ccc(Cl)cc2)cc1	104	115	96	nt	99	nt	117	97
C=C(C)[C@@H]1CC=C2c3sc(-c4cccc(OCC)c4)nc3C[C@@H](C)[C@]2(C)C1	95	93	92	114	93	98	97	92
O=C1COCCN1c1ccc(NCc2cn(Cc3ccc([N+](=O)[O-])cc3)c3ccccc23)cc1	87	100	88	93	96	109	100	82
Fc1ccc(/C=N/NC(=S)Nc2ccc(C(F)(F)F)cc2)cc1	88	92	77	85	84	96	99	67
O=C1c2ccc3c4ccc5c6c(ccc(c7ccc(c2c37)C(=O)N1CCC[P+](c1ccccc1)(c1ccccc1)c1ccccc1)c64)C(=O)N(CCC[P+](c1ccccc1)(c1ccccc1)c1ccccc1)C5=O	17	-28*	41	74	60	99	81	37
O=C(/C=C\c1ccccc1)N1c2ccccc2CC1c1c[nH]c2ccccc12 (stereo unspecified)	68	85	23	89	61	61	75	66
O=C(Nc1ccc(Cl)c(Cl)c1)Nc1ccc(Cl)c([N+](=O)[O-])c1	-19*	-12*	-2.1*	-9.2*	-63*	-43*	7.0*	0.4*
CCCC(C)(CC)C(=O)O (stereo unspecified)	97	92	nt	125	114	119	118	101
Cn1c(=O)c2nc(CCC(=O)NC3CCCCC3)c(=O)[nH]c2n(C)c1=O	97	99	99	98	101	99	87	106
CC(C)CCNC(C)C(C)OC(=O)c1ccccc1 (stereo unspecified)	84	98	98	97	116	108	104	100
CC(=O)N1N=C(c2ccc(C(F)(F)F)cc2)CC1c1ccc2c(c1)OCO2 (stereo unspecified)	81	nt	86	94	82	76	98	79
Cc1ccc(CNc2ccccc2)cc1	98	105	97	106	111	99	106	97
SMILES	LOX IMVI	MALME-3M	T-47D	BT-549	MDA-MB-231	SK-MEL-2	HS 578T	MCF7
O=C(O)c1cc(O)c(O)c(OC(=O)c2cc(O)c(O)c(O)c2CNc2ccc(S(=O)(=O)O)cc2)c1	92	136	nt	113	96	103	103	98
COc1ccc(-c2nnc(SCC(=O)Nc3ccc(C(=O)/C=C/c4cc(OC)c(OC)c(OC)c4)cc3)o2)cc1OC	78	74	100	81	96	95	93	54
CC1=NN(Cc2nc(-c3ccc(Cl)cc3)n[nH]2)C(=O)C1	98	102	97	104	100	99	nt	103
O=C(C(=O)N1CCCC1)c1cn(CCCn2cc(C(=O)C(=O)N3CCCC3)c3cc(Br)ccc32)c2ccc(Br)cc12	58	58	71	85	82	107	-9.8*	62
CCCC(O)CNCc1ccc2ncccc2c1 (stereo unspecified)	105	97	96	99	104	110	107	91
O=C1NC2C3CC(c4ccccc43)C12 (stereo unspecified)	94	118	103	115	105	146	104	101
CC1=CC(c2ccco2)=C(C#N)C(Cl)N1 (stereo unspecified)	94	97	89	99	102	110	109	82
COc1ccc(N2C(=O)[C@@H](O[Si](c3ccccc3)(c3ccccc3)C(C)(C)C)[C@H]2/C=C/c2ccccc2)cc1	95	89	73	108	88	nt	96	82
CC(=O)Nc1ccc(S(=O)(=O)N/N=c2/sc3ccccc3n2C)cc1N	99	92	88	105	88	99	104	100
C=C1C(=O)O[C@H]2[C@H]1CC/C(COC(=O)OCCCCCO)=C\CC[C@@]1(C)O[C@@H]21	69	94	48	81	54	90	88	24
CC(=O)N(C)C	97[500 µM]	92[500 µM]	112[500 µM]	93[500 µM]	104[500 µM]	102[500 µM]	94[500 µM]	91[500 µM]
O=C(/C=C/c1cn(-c2ccccc2)nc1-c1ccccc1)NNC(=O)Nc1ccc(Br)cc1	100	96	95	103	94	112	109	90
COc1ccc2c(c1)oc1c(C)c3c(c(C)c12)C(=O)N(N)C3=O	43	-5.5*	44	-43*	-4.8*	93	19	57
N=C(N)c1ccc(OCCCCCCCCCCOc2ccc(C(=N)N)cc2)cc1	-97*	-82*	-59*	-85*	-92*	-90*	-57*	-72*
CN(C)c1ccc(CCN=C(N)N=C(N)N)cc1	84[50 µM]	85[50 µM]	78[50 µM]	85[50 µM]	85[50 µM]	109[50 µM]	nt	96[50 µM]
O=C1CC[C@@H]2CCCC[C@@H]2C1	101	99	94	136	96	nt	110	97
O=C(N/N=C\c1c(O)ccc2ccccc12)C1CC1	nt	nt	54	nt	39	35	75	31
Cn1c(=O)nc(N)n(NC(=O)CCl)c1=O	100	nt	109	110	92	nt	nt	nt
O=[N+]([O-])c1ccc(N=Nc2c(O)[nH]c3ccccc23)c([N+](=O)[O-])c1	72	92	72	65	92	108	65	71
Cc1cc(Cl)nc(N(CCNc2ccnc3cc(Cl)ccc23)Cc2ccccn2)n1	58	100	-20*	75	57	69	87	54
CCN(CC)CCC(=O)Nc1ccc(Cn2nnc3c2C(=O)c2nnn(Cc4ccc(NC(=O)CCN(CC)CC)cc4)c2C3=O)cc1	-13*	-79*	-58*	-94*	-5.7*	nt	14	-60*
CC(=O)Oc1ccccc1C(=O)Nc1ccc(C(=O)/C=C/c2ccc(Cl)cc2)cc1	103	104	100	110	106	115	111	86
CC(=O)c1cc2c(N)c(C(=O)Nc3ccccc3)sc2nc1C	85	89	100	67	85	33	70	60
Nc1nc(-c2ccccc2)[nH]c(=O)c1N=O	100	114	85	76	94	125	107	90
O=C(Nc1ccc(C2=NCCCN2)cc1)c1ccc(NC(=O)c2ccc(C3=NCCCN3)cc2)cc1	92	85	81	97	96	100	105	95
SMILES	LOX IMVI	MALME-3M	T-47D	BT-549	MDA-MB-231	SK-MEL-2	HS 578T	MCF7
Cc1ccc(-c2c(C#N)c(N)n(-c3cc(C)ccn3)c(=O)c2C#N)cc1	93	88	103	102	107	98	104	91
COc1ccc(C(=O)/C=N/O)cc1	98	105	95	102	127	89	96	97
COc1ccc(C2CC(c3cccc(Nc4ccncc4)c3)=Nc3c(N)nc(N)nc3N2)cc1 (stereo unspecified)	29	89	87	102	68	86	84	56
N#C/C(=C/c1c(Cl)cccc1Cl)C(N)=O	90	103	96	67	79	94	89	93
O=c1[nH]c(=O)n(C2CC(O)C(CO)O2)cc1Cl (stereo unspecified)	75&81	70&72	75&78	97&95	103&101	71&107	98	51&44
Cc1cnc([C@]23CCC(C)(C)C[C@H]2C2=CC[C@@H]4[C@@]5(C)Cc6c([nH]c7ccccc67)C(C)(C)[C@@H]5CC[C@@]4(C)[C@]2(C)CC3)o1	38[100 µM]	66[100 µM]	70[100 µM]	61[100 µM]	38[100 µM]	75[100 µM]	73[100 µM]	73[100 µM]
Cc1cccc(NS(=O)(=O)N2CCCCC2)c1	93	103	99	103	106	105	108	100
CCOC(=O)CN1C(=O)CSC1=S	98	100	96	104	106	124	113	105
CC(=O)N[C@H](C(=O)N[C@@H](CCCNC(=N)N)C(=O)N[C@@H](CCCCN)C(=O)N[C@@H](CCCNC(=N)N)C(=O)N[C@]1(C)CCC/C=C\CCC[C@@](C)(C(=O)N[C@@H](CC(C)C)C(=O)N[C@@H](CC(C)C)C(=O)N[C@@H](CCC(N)=O)C(=O)N[C@@H](CCC(=O)O)C(=O)N[C@@H](CCCNC(=N)N)C(=O)N[C@@H](CCC(=O)O)C(=O)N[C@@H](CC(C)C)C(=O)N[C@H](C(=O)N[C@@H](CCC(=O)O)C(N)=O)C(C)C)NC(=O)[C@H](CCCNC(=N)N)NC(=O)[C@H](CC(C)C)NC1=O)C(C)C	105	137	92	102	108	101	119	102
CCOP(=O)(OCC)c1nc(-c2ccccc2)oc1NCC(O)CO (stereo unspecified)	98	97	100	92	107	100	94	100
CCCCCCCCCCC(O)CN1CCN(c2ccccc2)CC1 (stereo unspecified)	101	nt	102	109	103	107	100	99
CCCCCc1ccc(S(=O)(=O)Nc2cccc(-c3csc(NC(=O)CCCCCN4CCN(CCO)CC4)n3)c2)cc1	-60*	30	73	102	76	105	86	20
O=C1/C(=C\c2cccc(OCc3ccc(F)cc3)c2)N=C2SCCCN12	58	nt	68	87	65	95	99	59
CC1=CC(=O)C=CC1=Nc1ccc(N(C)C)cc1	83	66&112	-25*!	28&79	87	45	109	6.9*!
O=c1c(-c2ccccc2)c(O)on1/C=C1/C=CC=N1	101	100	103	92	97	nt	114	95
ClCC(Cl)C1CC2C=CC1C2 (stereo unspecified)	103	103	96	101	111	83	nt	105
Cn1ccc2cc(NC(=O)Cn3cc(CN4CCOCC4)nn3)ccc21	102	107	102	130	112	109	104	95
Cn1c(N)ccnc1=O	99	112	90	117	110	125	101	101
C#CC(O)CC (stereo unspecified)	103	108	92	109	117	104	nt	92
Nc1nc2c(nc(N)n2[C@@H]2O[C@H](CO)[C@@H](O)[C@H]2O)c(=O)[nH]1	102	103	97	117	95	105	100	91
COc1ccc(C2NC(=O)NC(C)=C2C(=O)OC(C)C)cc1OC (stereo unspecified)	94	106	95	92	102	101	103	97
O=C(/C=C/c1ccc2c(c1)OCO2)C1CC1	102	120	105	136	107	117	108	99
CC(=O)c1cc2c(C)nn(-c3ccccc3)c2nc1C	100	114	68	nt	90	113	98	91
COc1cc(CNc2ccccc2C(=O)N2CCN(C(=O)c3cc(-c4cc(OC)c(OC)c(OC)c4)n4nc(-c5ccccc5)cc4n3)CC2)cc(OC)c1OC	36	nt	61	nt	68	-0.7*	43	6.6*
COc1ccccc1C#Cc1cccc(C#CCCCCN2CCCCC2=O)c1	86	102	67	55	79	91	240	99
SMILES	LOX IMVI	MALME-3M	T-47D	BT-549	MDA-MB-231	SK-MEL-2	HS 578T	MCF7
O=C1N[C@@H]2[C@@H](O)[C@@H](O)[C@H](O)C[C@H]2c2cc3c(cc21)OCCO3	98	105	104	98	109	109	97	99
C#CCOc1ccccc1C(OC(=O)c1ccc(OC)c(OC)c1)C(=O)NC(C)(C)C(C)(C)C (stereo unspecified)	95	82	77	88	83	99	93	75
COc1cccc(CNC(=O)C2CSC3c4ccccc4C(=O)N23)c1 (stereo unspecified)	103	108	103	111	107	96	99	99
c1ccc2c(c1)N=C(N1CN(C3=Nc4ccccc4NCC3)CN(C3=NCCNc4ccccc43)C1)CCN2	100	107	96	106	109	132	99	95
O=C1C=C(O)c2ccccc2C1=O.[Ag]	nt	85	79	115	89	nt	97	96
CCN(CC)CCC(=O)c1ccccc1	97	101	77	93	86	109	90	77
CCOC(=O)[C@@]12N(Cc3ccccc3)C3[C@@H]4[C@]15N(CC21CCC[C@@H]31)C(=O)C(=O)N5c1ccccc1[C@@]4(C)O (stereo partly specified)	99	95	86	101	95	103	96	96
Cc1cccc(C)c1NC(=O)Nc1cccc(C(F)(F)F)c1	85	92	98	112	88	101	107	81
O=C1N(Br)C(=O)C(c2ccc(Cl)cc2)(c2ccc(Cl)cc2)N1Br	93	99	88	nt	98	90	91	88
C(=N\Nc1nc(N/N=C/c2ccc3c(c2)OCO3)nc(N2CCCCC2)n1)/c1ccc2c(c1)OCO2	48	120	87	122	91	103	104	55
O=C(CSc1nnc(-c2ccncc2)n1-c1ccccc1)c1ccccc1	104	120	89	96	101	104	96	97
BrCCOc1ccc(Br)cc1	92	115	97	101	112	122	101	106

Random draw from the library; overall some 11% were active at least once.
